# Bioassay records as filed in PubChem BioAssay.
# MT1-MMP act inh – blocks activation of human MT1-MMP; P50281; HT1080 RFP-PRO-GFP cells, GFP/RFP ratio fluorescence, overnight; percent of plate control window, DMSO zero; GFP/RFP ratio change, % at 20 µM; actives 0.061% (n = 360,000);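 active = GFP/RFP ratio change of at least 30% with cell ATP level not reduced by more than half and red fluorescence within 50% of control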; also: strong numbers were not always called active
#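 Test system: HT1080 RFP-PRO-GFP cells; Benchmarks: DMSO and RFP-L50D-GFP cell wells; Timing: cells overnight before dosing, compound overnight, 37 °C, 5% CO2; Compound: one 20 µM compound dose with 1% DMSO; Read-out: GFP/RFP fluorescence ratio.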
# LMPTP inh – blocks human LMPTP phosphatase | AID 651560 | P24666 | actives 0.22% (n = 360,000) | inhibition, % at 20 µM | recombinant LMPTP-A, OMFP fluorogenic substrate, fluorescence intensity;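 active = compounds that cut the enzyme signal by at least half of the control window in the single-dose screen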;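 also: plate controls were DMSO wells with enzyme plus substrate for no effect and substrate without enzyme for full effect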
#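 Test system – LMPTP-A phosphatase enzyme · Quantity – 0.625 nM LMPTP-A final · Reagent – OMFP substrate, 400 µM final · Dosing – one test concentration per compound, 20 µM, with 3% DMSO overall · Timing – 50 min enzyme reaction at room temperature, protected from light · Detection – fluorescence intensity · Controls – substrate-only low control, DMSO enzyme-plus-substrate high control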
# NadD block – inhibitors of Staphylococcus aureus NadD | purified NadD enzyme, colorimetric absorbance read-out | inhibition, % at 20 µM | actives 0.78% (n = 360,000); in the data active = inhibition above about 26%; also: some compounds past the cut are filed as inactive
# Scp-1 inhibitor – Scp-1 (human) phosphatase inhibition | inhibition, % at 20 µM | actives 0.88% (n = 340,000) | Recombinant Scp1, phosphopeptide, malachite green phosphate absorbance | Q9GZU7 | AID 493091;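 active = inhibition above about 50% at 20 µM, limit read from the data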;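 also: plate controls were DMSO wells with enzyme for no effect and wells lacking enzyme for full effect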
#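 Material: truncated SCP-1 phosphatase (76-261aa) / Buffer or medium: 50 mM Tris acetate pH 5.5, 0.005% Tween-20, 10 mM MgCl2 / Compound dosing: one concentration, 20 µM, with 1.0% DMSO / Incubation: 45 min room-temperature reaction, 5 min colour, 30 min stabiliser / Detection: colorimetric free-phosphate detection, absorbance 630 nm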
# SKN-1 inh – C. elegans SKN-1 inhibition; actives 0.49% (n = 360,000); inhibition, % at 21.8 µM; C. elegans VP596 Pgst-4::GFP/RFP ratio, acrylamide-induced, 24 h;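 active = interference check ratio from 0.5 to 1.5 plus GFP to RFP signal ratio inhibition reaching or exceeding a fixed threshold, cut at about 30% in these data, passing the limit was not always enough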; also: some compounds called inactive have numbers as strong as hits
# Rpn11 inh – inhibitors of human proteasome Rpn11. calls only at 20 µM. human 26S proteasome, Ub4-pepOG fluorescence polarization; 20S core pre-blocked with epoxomicin. actives 0.59% (n = 360,000). O00487;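 active = inhibition at 20 µM, scaled to each plate's controls, above about 33%, limit read from the data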
# DNMT1 inh – DNMT1 (human) enzyme inhibition; P26358; DNMT1 molecular beacon, Hinp1I cleavage, fluorescence; inhibition (reported as % activation of signal), % at 10 µM; actives 0.83% (n = 360,000); in the data active = inhibition above about 50%
# SUMO1 PPI mod – SUMO1-SIM interaction modulation | P63165 | SUMO1 binding to a labelled peptide, TR-FRET, 1 h | AID 602429 | inhibition, % at 20 µM | actives 0.33% (n = 360,000); in the data active = inhibition above about 37%
# Target sequence (P63165 whole entry, looked up): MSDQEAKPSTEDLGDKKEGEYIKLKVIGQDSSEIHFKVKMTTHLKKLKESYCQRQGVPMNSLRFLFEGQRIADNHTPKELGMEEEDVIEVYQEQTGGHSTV
# STEP inh – inhibitors of human striatal-enriched phosphatase STEP; P54829; recombinant STEP, OMFP fluorogenic substrate, fluorescence; inhibition, % at 20 µM; actives 0.25% (n = 360,000);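 active = inhibition at 20 µM, scaled per plate between control wells, above about 37%, limit read from the data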;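 also: 0% = DMSO with enzyme and substrate and 100% = substrate only without enzyme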
#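 material = STEP tyrosine phosphatase | reagent = fluorogenic phosphatase substrate OMFP at 25 µM final | doses = single compound dose of 20 µM, 1% DMSO final | schedule = 20 min reaction, room temperature, in the dark | measured by = fluorescence, 480/540 nm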
# CendR NRP1 mod – modulators of CendR peptide binding to human neuropilin-1; actives 0.85% (n = 360,000); O14786; FAM-RPARPAR peptide binding to NRP-1, fluorescence polarization; inhibition, % at 25 µM;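 active = inhibition or corrected inhibition above about 18%, plus a signal ratio from 0.5 to 1.5, limit read from the data, passing the limit was not always enough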; also: strong numbers were not always called active
# Target sequence (O14786 whole entry, looked up): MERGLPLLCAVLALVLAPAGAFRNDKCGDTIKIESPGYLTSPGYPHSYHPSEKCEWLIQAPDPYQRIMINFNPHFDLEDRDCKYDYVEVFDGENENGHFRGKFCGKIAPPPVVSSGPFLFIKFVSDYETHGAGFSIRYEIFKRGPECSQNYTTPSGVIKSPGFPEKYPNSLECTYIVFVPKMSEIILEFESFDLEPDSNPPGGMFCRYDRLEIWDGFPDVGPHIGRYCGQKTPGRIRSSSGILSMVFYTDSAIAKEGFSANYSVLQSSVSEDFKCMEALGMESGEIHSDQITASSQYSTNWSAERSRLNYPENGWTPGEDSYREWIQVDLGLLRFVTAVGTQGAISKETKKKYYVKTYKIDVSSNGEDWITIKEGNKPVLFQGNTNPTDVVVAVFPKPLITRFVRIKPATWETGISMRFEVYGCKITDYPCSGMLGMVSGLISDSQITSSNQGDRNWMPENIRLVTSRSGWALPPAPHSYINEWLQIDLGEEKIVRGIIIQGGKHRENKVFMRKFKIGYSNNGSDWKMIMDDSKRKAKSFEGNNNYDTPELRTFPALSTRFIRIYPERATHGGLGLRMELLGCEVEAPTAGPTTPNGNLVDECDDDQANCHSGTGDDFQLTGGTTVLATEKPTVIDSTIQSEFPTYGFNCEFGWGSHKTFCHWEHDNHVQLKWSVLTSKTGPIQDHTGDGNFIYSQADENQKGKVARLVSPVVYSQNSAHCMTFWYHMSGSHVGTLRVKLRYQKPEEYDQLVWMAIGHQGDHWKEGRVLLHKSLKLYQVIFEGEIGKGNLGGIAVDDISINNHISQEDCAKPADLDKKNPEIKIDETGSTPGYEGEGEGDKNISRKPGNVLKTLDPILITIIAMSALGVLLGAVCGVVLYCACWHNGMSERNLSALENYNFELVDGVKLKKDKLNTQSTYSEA
# The depositor's hits bear a star; i = inactive; · = not tested or not shown.
SMILES,MT1-MMP act inh,LMPTP inh,NadD block,Scp-1 inhibitor,SKN-1 inh,Rpn11 inh,DNMT1 inh,SUMO1 PPI mod,STEP inh,CendR NRP1 mod
O=C(NCCN1CCOCC1)c1cccnc1SCc1ccccc1Cl,5.6,-1.4,-3.2,-6.7,-5.6,i,0.1,-3.1,-1.4,-4.6
Cc1nn(CC2CC2)c(=O)n1-c1ccc(F)cc1,6.1,-1.4,2.6,-9.1,-3.4,i,2.9,-1.3,-5.0,0.7
O=C(CSc1nc(-c2cccs2)cc(C(F)(F)F)n1)Nc1cc(OCC(F)(F)F)cc([N+](=O)[O-])c1,-10.8,2.8,8.6,-10.1,5.3,i,12.1,-1.3,-0.9,-9.4
Cc1cc(C(=O)N/N=C/c2cc(Cl)cc([N+](=O)[O-])c2O)n[nH]1,0.4,0.6,2.2,-15.5,-3.8,i,2.1,-31.6,-0.3,-0.9
O=C(CCN1C(=O)/C(=C\c2ccccc2)SC1=S)N1CCCCC1,2.0,-0.4,-3.9,-8.5,3.9,i,1.5,-19.3,-2.1,6.5
O=C(Nc1ccc(Cl)cc1)Nc1ccc(N2CCC(C(F)(F)F)CC2)nc1,-4.2,-3.0,5.3,-3.6,1.9,i,10.6,5.5,2.5,-18.7
COc1cc2c(cc1OC)-c1nnc(-c3cccs3)n1C1(CCCC1)C2,-4.0,1.3,4.3,-7.6,-1.7,i,-0.2,-0.3,1.7,3.2
O=C(COC(=O)c1ccco1)NCC1CCCCC1,-2.1,-0.2,-5.7,-6.9,0.2,i,-0.6,1.8,1.5,-2.1
O=C(OCc1nc2ccccc2s1)[C@@H]1CCCN1S(=O)(=O)c1ccccc1F,3.8,0.9,-9.1,·,7.4,i,-3.5,-1.5,-1.4,-6.0
Cc1occc1C(=O)Nc1cccc(C(=O)NCc2ccccc2)c1,-0.6,0.2,-6.7,-2.7,-2.6,i,-6.8,2.5,-1.4,-1.5
Cc1ccc(/C(O)=C/c2nc3cc(C)ccc3oc2=O)cc1,1.5,-1.8,0.2,-6.6,-4.7,i,-0.6,-2.6,1.3,-4.3
CCc1ccc(-n2c(SCC(=O)N3Cc4ccccc4CC3C(=O)O)nnc2-c2ccncc2)cc1 (stereo not drawn),-3.0,-1.0,2.1,8.9,2.1,i,1.4,9.3,-0.7,1.7
COC(=O)C1=CN(c2ccc(C(C)(C)C)cc2)C(N)=C(C#N)C1c1ccccc1F (stereo not drawn),2.1,0.3,·,·,-10.3,·,·,-4.4,·,-5.5
CCc1nc2ccc(C(=O)N3CCN(S(=O)(=O)CC)CC3)cn2c1N(C=O)Cc1ccc(OC)cc1,1.6,-0.3,6.8,·,6.3,i,3.0,-0.4,1.2,-8.5
O=C(CS(=O)(=O)c1ccccc1)Nc1ccc(Cl)cn1,-0.8,0.1,-6.5,1.1,8.4,i,0.9,0.7,2.6,-7.3
CC(C)(C)C(=O)O/N=C(\N)c1ccc(Oc2cc(Cl)cc(Cl)c2)c([N+](=O)[O-])c1,1.0,1.8,-5.8,-16.9,-8.2,i,-0.8,-1.3,0.8,4.8
CC1Cc2ccccc2N1C(=O)COC(=O)/C=C/c1cccc(F)c1 (stereo not drawn),3.8,1.0,-6.8,-9.7,-0.1,i,-1.0,-5.8,1.0,-6.1
CCC(Sc1nc2cc(OC)c(OC)cc2c(=O)n1CCc1ccc(OC)c(OC)c1)C(=O)NCCOC (stereo not drawn),16.0,-1.0,-4.7,-0.3,-0.6,i,2.9,2.3,-1.0,11.5
Cc1sc2nc(CSCC(=O)NC3(C#N)CCCCC3)[nH]c(=O)c2c1C,-13.9,-0.3,0.3,-4.9,9.7,i,0.6,3.0,-0.7,-45.4
COc1cccc(NC(=O)N2CCc3nc(NCc4cccc(Oc5ccccc5)c4)ncc3C2)c1,13.9,2.9,8.5,·,19.6,i,15.3,1.2,0.4,-15.8
CCOC(=O)C1=CC[C@@H](c2ccc(OC)cc2)N(S(=O)(=O)c2ccc(C)cc2)[C@H]1CC,0.7,0.3,-6.7,·,9.7,i,5.9,3.6,10.0,10.0
CNC(=S)N(Cc1ccco1)Cc1cc2cc3c(cc2[nH]c1=O)OCCO3,8.2,1.2,1.5,-8.0,2.4,i,1.0,3.6,2.6,-19.2
COc1ccc(OCC(=O)N2CCCC2=O)c([N+](=O)[O-])c1,-3.8,0.9,3.3,-1.8,-2.8,i,5.0,-15.7,-0.1,13.8
CC(C)N1CCN(C(=O)c2cccc(Cl)c2)CC1,0.1,-2.6,0.1,0.5,5.5,i,0.3,-0.2,-0.8,6.5
C=C1CSc2nc(=O)c3c4c(sc3n21)CCCC4,3.3,2.5,4.9,-4.2,-7.2,i,-0.3,12.0,4.3,-1.9
# Next section
SMILES,MT1-MMP act inh,LMPTP inh,NadD block,Scp-1 inhibitor,SKN-1 inh,Rpn11 inh,DNMT1 inh,SUMO1 PPI mod,STEP inh,CendR NRP1 mod
CCCCn1c(N)c(N(CC(C)C)C(=O)c2ccc(OCc3c(C)noc3C)cc2)c(=O)[nH]c1=O,-2.5,-1.7,1.8,-1.2,7.7,i,0.3,2.4,-0.6,7.9
NC(=O)c1ccc(NC(=O)COC(=O)C2(c3ccccc3F)CCCC2)cc1,-1.8,2.0,-3.9,-3.5,-1.1,i,-8.0,1.5,-1.6,1.7
CCOC(=O)c1c(C)[nH]c(C(=O)COC(=O)c2ccccc2NC(=O)c2ccco2)c1C,-7.9,1.2,4.9,-1.1,3.7,i,-7.2,0.0,0.1,-5.2
Cc1ccc([C@@H]2CC=C(C(=O)O)[C@H](c3ccc(Br)cc3)N2S(=O)(=O)c2ccccc2C)cc1,0.2,1.9,11.1,-13.8,-10.8,i,9.2,12.9,0.6,-34.2
CCC(=O)Nc1c(S(=O)(=O)c2ccccc2)c2nc3ccccc3nc2n1Cc1ccccc1,9.4,1.0,0.4,-8.3,-2.7,i,-2.7,8.0,-2.6,-0.3
Cc1c(/C=N/NC(=O)COc2ccccc2[N+](=O)[O-])c2ccccc2n1C,-2.2,1.0,7.6,-3.9,-3.3,i,-6.5,-1.7,-1.2,-1.3
O=C1C=C(c2ccccc2)C[C@@H](c2ccc(Cl)cc2)C1,10.7,2.4,1.1,-14.5,9.6,i,0.2,-12.6,0.4,-30.1
CC1(C#CC[N+]2(C)CCCCC2)CCC2C(O1)c1ccccc1OC2(C)C (stereo not drawn),1.1,-0.6,2.7,26.6,1.8,i,5.5,-0.1,-1.2,-0.7
CC(=O)c1ccc(NC(=O)c2cc(CC(C)C)nc3ccccc23)cc1,-2.4,0.3,2.0,5.5,14.5,i,-4.4,-9.2,-3.2,2.3
Cc1cccc(N(C(=O)Cc2cccs2)C(C(=O)NC2CCCC2)c2ccncc2)c1 (stereo not drawn),-6.4,0.0,6.5,-7.1,-11.6,i,0.5,5.9,-1.1,-2.6
CCOc1ccccc1OCCCOc1ccc(C)cc1Br,-3.6,3.3,4.2,3.6,-7.2,i,1.2,1.3,5.8,-16.3
Cc1ccc(S(=O)(=O)N(C)C[C@H]2Oc3cc(C#Cc4ccccc4)ccc3S(=O)(=O)N([C@H](C)CO)C[C@@H]2C)cc1,-5.8,3.3,6.5,·,3.7,i,-9.3,7.1,-1.1,-13.2
COc1cc(SC)ccc1C(=O)NCCOc1c(C)cc(C)cc1C,22.4,3.2,-3.3,8.9,-14.6,i,-7.6,2.1,4.0,-4.4
COc1cccc(-c2nc(S(=O)(=O)c3ccccc3)c(N3CCOCC3)o2)c1,5.0,-1.0,-4.7,-2.7,-1.0,i,2.1,-0.5,0.1,7.6
Cc1ccc(C)c(OCCC(=O)Nc2ccccc2C(=O)NC2CC2)c1,5.8,-0.8,-4.4,-9.6,3.8,i,1.1,3.0,-0.9,-0.5
Cc1nn(Cc2c(F)c(F)c(F)c(F)c2F)c(C)c1NC(=O)c1ccc(COc2cc(Cl)ccc2Cl)cc1,-1.9,2.9,25.0,-4.1,13.7,i,-1.6,1.8,2.5,-4.2
O=c1[nH]c(C2CCN(S(=O)(=O)c3cccc(C(F)(F)F)c3)CC2)nc2c1nnn2Cc1cccc(F)c1,-0.2,5.5,20.2,-4.8,3.7,i,-1.6,4.5,-3.0,-4.4
O=C(COc1ccccc1)Nc1nn[nH]n1,-3.6,1.3,-7.0,1.6,13.3,i,5.0,11.6,-2.4,6.2
Cc1ccc(C)c(S(=O)(=O)Nc2cccc(-n3cnnn3)c2)c1,-2.1,-0.3,-2.9,-6.3,12.9,i,2.3,-3.1,-1.5,17.9
CCCn1nc(NS(C)(=O)=O)c2cc3cccc(C)c3nc21,-10.6,-0.2,3.1,-6.9,2.4,i,-1.1,-13.4,-0.3,-4.4
CC(=O)N/C(N)=N/c1nc(=O)c2ccccc2s1,3.3,-0.4,-0.6,-5.0,2.7,i,-1.2,19.4,-0.1,2.4
COc1ccc(-n2c(Cn3nnc4ccccc43)n[nH]c2=S)cc1,1.0,-0.4,2.4,-11.8,4.3,i,4.2,2.7,-4.9,9.1
O=C(CCc1nc2ccccc2c(=O)[nH]1)N1CCN(S(=O)(=O)c2cccc([N+](=O)[O-])c2)CC1,-2.3,-0.2,-2.1,1.3,6.7,i,-5.2,-19.3,1.7,-1.9
COc1ccc(/C(O)=C2/C(=O)C(=O)N(CCN(C)C)C2c2cccnc2)cc1OC (stereo not drawn),-2.0,-4.8,6.7,-3.2,-4.8,i,5.5,0.0,2.1,2.4
COc1cccc(C(CC(=O)NCCN2CCOCC2)NS(=O)(=O)c2ccc(C)cc2)c1OC (stereo not drawn),0.6,-0.7,-3.6,0.0,-15.5,i,1.4,-1.1,-0.6,4.7
CC(C)NC(=O)NC(=O)COC(=O)c1ccccc1Oc1ccccc1,-1.5,1.5,0.1,-4.7,-9.0,i,-1.2,5.1,-0.9,8.6

# A second format for part of the listing above.
MT1-MMP act inh	LMPTP inh	NadD block	Scp-1 inhibitor	SKN-1 inh	Rpn11 inh	DNMT1 inh	SUMO1 PPI mod	STEP inh	CendR NRP1 mod	Molecule
0.2	1.9	11.1	-13.8	-10.8	i	9.2	12.9	0.6	-34.2	Cc1ccc([C@@H]2CC=C(C(=O)O)[C@H](c3ccc(Br)cc3)N2S(=O)(=O)c2ccccc2C)cc1
9.4	1.0	0.4	-8.3	-2.7	i	-2.7	8.0	-2.6	-0.3	CCC(=O)Nc1c(S(=O)(=O)c2ccccc2)c2nc3ccccc3nc2n1Cc1ccccc1
-2.2	1.0	7.6	-3.9	-3.3	i	-6.5	-1.7	-1.2	-1.3	Cc1c(/C=N/NC(=O)COc2ccccc2[N+](=O)[O-])c2ccccc2n1C
10.7	2.4	1.1	-14.5	9.6	i	0.2	-12.6	0.4	-30.1	O=C1C=C(c2ccccc2)C[C@@H](c2ccc(Cl)cc2)C1
1.1	-0.6	2.7	26.6	1.8	i	5.5	-0.1	-1.2	-0.7	CC1(C#CC[N+]2(C)CCCCC2)CCC2C(O1)c1ccccc1OC2(C)C (stereo not drawn)
